HIV RNase H inh: inhibitors of HIV-1 reverse transcriptase RNase H. P04585. RT-RNase H RNA/DNA duplex cleavage, fluorescence. inhibition, % at 10 µM. 1.9% of 65,000 active. AID 565; in the data active = inhibition above about 50%
RmlC RmlD mix: inhibitors of RmlC and RmlD coupled enzymes; RmlC/RmlD coupled enzyme inhibition, 384-well mixture HTS; inhibition, % at 5.5 µM; 0.39% of 110,000 active; AID 1532; in the data active = inhibition above about 30%, passing the limit was not always enough; note: strong numbers were not always called active
An asterisk follows results filed as active; · = no result given. These rows are one share of the data; rates above refer to the full screens.

SMILES	HIV RNase H inh	RmlC RmlD mix
Cc1nnc(SCC(=O)NCCOc2ccc(Cl)cc2)n1-c1ccccc1	-4	13
CC(=O)C1=C(O)C(=O)N(Cc2ccco2)C1c1ccccc1 (stereo unspecified)	-8	10
N#Cc1ccc(-c2nnnn2-c2ccc3c(c2)OCO3)cc1	2	116
CN/C=C1\C(=O)C(C)(C)Oc2ccc3ccc(=O)oc3c21	-43	-11
COC(=O)c1sc2ncccc2c1OCc1cccc(Cl)c1	·	-23
CC1=C(C(=O)OCc2ccccc2)C(c2ccsc2)C(C#N)=C(N)O1 (stereo unspecified)	·	4
CCOC(=O)c1[nH]c(C)c(C(=O)OCCN2C(=O)c3ccccc3C2=O)c1C	-5	-8
COC(=O)C1CCCN1S(=O)(=O)c1ccc2ccccc2c1 (stereo unspecified)	-41	-13
Cc1ccc2c(C)nc(NC3=NCN(CCc4ccccc4)CN3)nc2c1	28	·
COC(=O)COc1ccc(S(=O)(=O)NCc2ccco2)cc1Cl	-3	0
COc1ccc(C(CC(=O)N2CCC3(CC2)OCCO3)NS(=O)(=O)c2ccc(F)cc2)cc1 (stereo unspecified)	-5	-9
COc1ccc(-c2c(NC(=O)C(C)C)n(C)c3ccccc3c2=O)cc1	·	5
c1coc(CNc2ncnc3nc[nH]c23)c1	-4	4
O=C(CSc1nccc(=O)[nH]1)N1c2ccccc2CCc2ccccc21	-2	3
CCOC(=O)CSc1nc(N(C)C)nc(N(C)C#N)n1	-25	4
Cc1ccc(CNC(=O)c2cn(C3CCCCC3)c(=O)c3c2c2ccccc2n3C)o1	5	-4
CCCn1c(C)cc(C(=O)COC(=O)c2c(C)nn(-c3ccccc3)c2C)c1C	·	8
CC(C)N(C(=O)CSc1nnc(NC(=O)c2cccs2)s1)C(C)C	·	-2
CCSc1nnc(N(CCC#N)CCC#N)s1	0	-14
O=C1CCCCCC1C1(O)C(=O)Nc2ccc(Br)cc21 (stereo unspecified)	-37	-13
O=C1C(Cl)=C(NCC2CCCO2)C(=O)N1c1ccccc1 (stereo unspecified)	2	1
CC(C)OC(=O)C(C)(C)Oc1ccc(C(=O)c2ccc(Cl)cc2)cc1	-24	-19
CCn1c(=O)cc(OCC(=O)NCCCN2CC(C)CC(C)C2)c2ccccc21 (stereo unspecified)	-3	6
COc1ccc(C2C(C(C)=O)=C(O)C(=O)N2CCN(C)C)cc1OC (stereo unspecified)	-7	·
Cc1cc2n(n1)SC(Nc1cc(Cl)ccc1Cl)N2 (stereo unspecified)	·	-4
C=CCSC1=C(C#N)C(c2ccc(OCC)cc2)CC(=O)N1 (stereo unspecified)	-15	-8
Cc1onc(-c2ccccc2)c1C(=O)Nc1ccc2c(c1)OCO2	-9	3
CCOc1ccc(-c2nc(N)ncc2Oc2cccc(OC)c2)c(O)c1	·	13
CCCOc1ccc(C(=O)NNC(=S)NC(=O)c2cc(-c3ccccc3)nc3ccccc23)cc1	·	-8
Cc1cc(N2CCCC2)nc(SCC(=O)c2ccccc2)n1	·	6
COc1ccc(C(c2nnnn2CC2CCCO2)N2CCN(c3cccc(C)c3C)CC2)cc1 (stereo unspecified)	-1	13
COCCCNC(=O)c1cccc(C(=O)NCCCOC)c1	-9	-10
C/C(Cl)=C/CN1C(=O)C2C3C=CC(C3)C2C1=O (stereo unspecified)	-6	6
Cc1cc(C)nc(SCc2ccc(C(=O)O)o2)n1	2	-6
CCOc1ccc(NC(=O)N(C2CCCCC2)C2CCN(C(C)=O)CC2)cc1	-8	9
O=C(NCC(=O)N(Cc1ccc(F)cc1)C(C(=O)NC1CCCC1)c1ccco1)c1ccco1 (stereo unspecified)	-5	-1
CN(Cc1cccs1)C(=O)CSc1nnnn1C	·	9
Cc1ccc2cc(CN(Cc3ccc4c(c3)OCO4)Cc3nnnn3Cc3ccco3)c(=O)[nH]c2c1C	2	-10
COc1ccccc1OCC(=O)Nc1oc(-c2ccccc2)c(-c2ccccc2)c1C#N	-5	-28
CCOC(=O)C1=C(C)NC2=C(C(=O)c3ccccc32)C1c1cccnc1 (stereo unspecified)	-4	-7
COc1ccc(-c2cn3cccnc3n2)cc1NC(=O)C1CCCC1	-3	-8
Cc1cccc(C)c1NC(=O)CSc1nnc(-c2ccoc2C)n1CCc1ccccc1	2	·
Cc1cc(N2CCCN(C)CC2)nc2cc(Cl)ccc12	-18	4
Cc1ccn(CCSCC(=O)O)n1	-11	-16
Cc1oc(-c2ccccc2Cl)nc1CSCC(=O)NC1CCCC1	·	2
COc1cccc(Nc2nnc(SCc3cc([N+](=O)[O-])cc4c3OCOC4)s2)c1	·	15
CCOC(=O)C1CCN(C(=O)COc2cc(C)c(Br)c(C)c2)CC1	-47	-7
CCOc1cnn(-c2cc(Oc3ccc(C)cc3)ncn2)c(=O)c1Cl	·	-10
CN(C)CCCN1c2ccccc2CCc2ccc(Cl)cc21	-12	-14
Cc1ccc(N(CC(=O)NCCSCc2ccco2)S(C)(=O)=O)cc1	·	-12

The list continues.
SMILES	HIV RNase H inh	RmlC RmlD mix
CCN(CC)CCNC(=O)c1nn(-c2ccc(C)cc2)c(=O)c2c1c1ccccc1n2C	-71	5
CCOc1cc(-c2nc(-c3ccccc3OC)no2)cc(OCC)c1OCC	-1	-10
Cc1nn(-c2ccccc2)c2c1P(=O)(O)/C(=C1\N(C)c3ccccc3C1(C)C)C=N2	-3	-16
c1ccc(C2Nc3ccccc3-c3nc4ccccc4n32)cc1 (stereo unspecified)	·	-98
CCOC(=O)c1sc(NC(=O)CSc2nncs2)c(C(=O)OCC)c1C	-33	-4
O=C(O)c1ccc(NS(=O)(=O)c2ccc(Cl)c(Cl)c2)cc1O	7	-2
COCCn1c(SCC#N)nnc1-c1ccccc1	3	7
COC(=O)CSc1cc(C(=O)c2nccn2C)c2ccccc2n1	-56	-6
CC1=CC(C)(C)N2C(=O)C3(C(C#N)=C(N)Oc4cc(O)ccc43)c3cccc1c32 (stereo unspecified)	4	6
O=C(O)CCc1ccc(-c2cccs2)n1NC(=O)c1ccc(Cl)cc1Cl	·	9

4 records picked at random from the list so far:
SMILES	HIV RNase H inh	RmlC RmlD mix
Cc1ccc(N(CC(=O)NCCSCc2ccco2)S(C)(=O)=O)cc1	·	-12
O=C(O)c1ccc(NS(=O)(=O)c2ccc(Cl)c(Cl)c2)cc1O	7	-2
Cc1onc(-c2ccccc2)c1C(=O)Nc1ccc2c(c1)OCO2	-9	3
CC(=O)C1=C(O)C(=O)N(Cc2ccco2)C1c1ccccc1 (stereo unspecified)	-8	10

Continuation.
SMILES	HIV RNase H inh	RmlC RmlD mix
CC(CNc1ccc([N+](=O)[O-])cc1)NC(=O)c1ccccc1Br (stereo unspecified)	·	38
CCCCCC(=O)NNC(=O)c1ccc(-c2ccccc2)cc1	·	-16
Cc1nc(C(=O)NC2CC2)sc1C1(C)CC(c2cccc([N+](=O)[O-])c2)=NO1 (stereo unspecified)	·	8
O=C(Nc1cccc(C(=O)N2CCCC2)c1)c1ccccc1	-4	-7
CCO[C@H]1OC(C(=O)N2CCOCC2)=C[C@@H](C)[C@@H]1CCCO	·	7
Cc1cccc(C(=O)NC(=S)Nc2ccc(S(=O)(=O)N3CCCCC3)cc2)c1	·	4
Cc1nc2c(=O)oc3ccccc3c2n1-c1ccccc1	-46	5
CCCCC1(C)Nc2ccccc2-c2nc3ccccc3n21 (stereo unspecified)	·	-246
CCCn1cc(SCC(=O)NCc2ccc3c(c2)OCO3)c2ccccc21	·	-8
COC(=O)CCCC1=CC2=C(c3ccccc3)C(=O)C(C)(OC(=O)C3CCCC3)C(=O)C2=CN1c1ccc(OC)cc1 (stereo unspecified)	·	6
Cc1nn2c(c1-c1ccccc1)NC1=C(C(=O)CCC1)C2c1ccccc1 (stereo unspecified)	·	12
c1ccc(-c2nc(N3CCOCC3)c3ccccc3n2)nc1	3	5
COc1ccc(CN(C(=O)Cc2cccs2)C(C(=O)NC2CCCC2)c2ccncc2)cc1 (stereo unspecified)	·	-7
CC1(C)CC(=O)N(CC(=O)NC2CCCC2)c2ccccc2S1(=O)=O	-10	8
CCOc1ccc(C(=S)NC2CCCCC2)cc1OC	·	12
O=C(NN1CCOCC1)c1cc(-c2cccc(Cl)c2)nc2ccccc12	·	13
COC(=O)c1cccc(NC(=O)NC23CC4CC(CC(C4)C2)C3)c1	·	0
C=CCN1C(=O)CN=C1Nc1ccc(OC)cc1OC	1	-7
C=CCNCc1cccn1-c1sc2c(c1C#N)CCCC2	-15	0
CCOC(=O)c1cnc2nc[nH]n2c1=O	-2	·
CC(C)c1ccc(NC(=S)NCc2cccs2)cc1	·	8
O=C(CSc1nnc(-c2ccco2)o1)N1CCOCC1	-15	-10
Cc1cc(N2C(=O)C(=O)/C(=C(/O)c3ccccc3)C2c2cccs2)no1 (stereo unspecified)	1	10
Cc1ccc2c(c1)-c1c(cnn1CC(=O)N1CCCN(Cc3ccccc3F)C1)CO2	-11	-10
CCN(CCCNC(=O)c1[nH]c(C)c(C(C)=O)c1C)c1cccc(C)c1	-52	6
CC(C)(C)OC(=O)NCCCC[C@H](NC(=O)c1[nH]cnc1C(=O)Nc1ccccc1)C(=O)OC(C)(C)C	·	-16
Cc1ccc(S(=O)(=O)NCCNC(=O)N2CCOCC2)cc1	-13	22
CCN(CC)CCNCC(=O)Nc1ccc(Cl)cc1C(=O)c1ccccc1	·	5
O=C(c1cccs1)N1C2CCC1CC(O)(c1cccnc1)C2 (stereo unspecified)	-12	-13
O=C(CSc1ccc(Cl)cc1)Nc1cccc(NC(=O)c2ccco2)c1	·	8
O=C(O)c1cccc(S(=O)(=O)N2CCOCC2)c1	1	-7
COc1ccccc1CCNC(=O)CCn1c(=O)oc2ccccc21	·	-11
CC(C)c1ccc(/C=C/C(=O)NNC(=O)c2cccnc2)cc1	·	-7
Cc1ccc(N2CN=c3s/c(=C\c4ccccn4)c(=O)n3C2)cc1	-54	-8
CC(=O)Nc1ccc2nc(SCC(=O)O)sc2c1	-3	6
C#CCOCCOCCOCCNc1nc(N2CCOCC2)nc(N2CCN(C(=O)Cn3cc(CC(C)O)nn3)CC2)n1 (stereo unspecified)	·	-13
O=C(c1cccnc1)N1CCc2ccccc21	0	9
C=CCn1c(SCC(=O)NC2CCCCC2)nnc1C(C)NC(=O)c1cccs1 (stereo unspecified)	2	-9
COc1ccc(CCNC(=S)Nc2cc(C)ccc2C)cc1	·	8
CCOc1ccc(N2C(=O)CC(NC3CCCCNC3=O)C2=O)cc1 (stereo unspecified)	·	3
O=C1C=C(c2ccccc2)CC(c2cccs2)C1n1cnc([N+](=O)[O-])c1 (stereo unspecified)	·	3
COc1ccc(C2=NOC(C(=O)Nc3cccnc3)C2)cc1 (stereo unspecified)	·	-15
O=C(NC1CC1)C1=C[C@@H](c2ccc3c(c2)OCO3)C[C@@H](OCCCCO)O1	·	-6
COc1cccc(C(c2sc3nc(C)nn3c2O)N2CCN(c3ccccc3F)CC2)c1 (stereo unspecified)	-5	8
COc1ccc(N2C(=O)CC(N3CCN(C4CCc5ccccc5C4)CC3)C2=O)cc1 (stereo unspecified)	0	-7
COc1ccc(NS(=O)(=O)c2cccc3nsnc23)cc1OC	·	8
COC(=O)c1ccccc1NC(=O)C1CC(c2ccccc2O)=NO1 (stereo unspecified)	-39	-11
CCOc1cc(/C=C2\C(=O)N(c3ccc(C(N)=O)cc3)N=C2C)ccc1OC(=O)c1cccs1	·	10
O=C(CCSc1ccccc1)Nc1ncccn1	-12	4
Cc1cc(C)cc(NC(=O)C2CCN(c3nc(C)cc(C)n3)CC2)c1	3	-20

Next part
SMILES	HIV RNase H inh	RmlC RmlD mix
Cc1cc(NCCCn2ccnc2)n2nc(C)c(-c3ccc(Cl)cc3)c2n1	·	-46
CCCCN1CC(O)=C(c2nc3ccccc3s2)C1=N	10	5
CC(C)(C)c1ccc(S(=O)(=O)n2c(CN3CCOCC3)nc3ccccc32)cc1	-16	-32
CC(=O)c1ccc(N2C(=O)C3C(C2=O)C(C(=O)c2ccc(Cl)cc2)N2CCCC32)cc1 (stereo unspecified)	14	-12
O=C(O)CC1C(=O)NCCN1C/C=C/c1ccccc1 (stereo unspecified)	-11	-23
COC(=O)c1c(NC(=O)CCCC(=O)O)sc(C)c1C	0	18
Cc1ccc(C2NC(=O)NC(O)(C(F)(F)F)C2C(=O)c2ccccc2)o1 (stereo unspecified)	-3	9
Cc1ccc2nc(-c3cccc(NC(=O)c4ccc5c(c4)OCCO5)c3)oc2c1	14	2
COC(=O)CCC(=O)OC1(C)C(=O)C2=CN(Cc3ccc(OC)cc3)C(c3ccc(OC)cc3)=CC2=C(Br)C1=O (stereo unspecified)	·	-22
Cc1cccc(-c2ccc(C=Nc3c(C)n(C)n(-c4ccccc4)c3=O)o2)c1	4	5

In the list so far, 15 contain a thiophene ring, fused or not:
SMILES	HIV RNase H inh	RmlC RmlD mix
COC(=O)c1sc2ncccc2c1OCc1cccc(Cl)c1	·	-23
CC1=C(C(=O)OCc2ccccc2)C(c2ccsc2)C(C#N)=C(N)O1 (stereo unspecified)	·	4
CC(C)N(C(=O)CSc1nnc(NC(=O)c2cccs2)s1)C(C)C	·	-2
CN(Cc1cccs1)C(=O)CSc1nnnn1C	·	9
CCOC(=O)c1sc(NC(=O)CSc2nncs2)c(C(=O)OCC)c1C	-33	-4
O=C(O)CCc1ccc(-c2cccs2)n1NC(=O)c1ccc(Cl)cc1Cl	·	9
COc1ccc(CN(C(=O)Cc2cccs2)C(C(=O)NC2CCCC2)c2ccncc2)cc1 (stereo unspecified)	·	-7
C=CCNCc1cccn1-c1sc2c(c1C#N)CCCC2	-15	0
CC(C)c1ccc(NC(=S)NCc2cccs2)cc1	·	8
Cc1cc(N2C(=O)C(=O)/C(=C(/O)c3ccccc3)C2c2cccs2)no1 (stereo unspecified)	1	10
O=C(c1cccs1)N1C2CCC1CC(O)(c1cccnc1)C2 (stereo unspecified)	-12	-13
C=CCn1c(SCC(=O)NC2CCCCC2)nnc1C(C)NC(=O)c1cccs1 (stereo unspecified)	2	-9
O=C1C=C(c2ccccc2)CC(c2cccs2)C1n1cnc([N+](=O)[O-])c1 (stereo unspecified)	·	3
CCOc1cc(/C=C2\C(=O)N(c3ccc(C(N)=O)cc3)N=C2C)ccc1OC(=O)c1cccs1	·	10
COC(=O)c1c(NC(=O)CCCC(=O)O)sc(C)c1C	0	18

Bioassay records (PubChem BioAssay)
